# Furin inh: human furin inhibitors, primary screen, biochemical, fluorescence intensity | P09958 | purified furin, fluorogenic substrate cleavage | inhibition, % at 30 µM | actives 0.061% (n = 220,000); in the data active = inhibition above about 25%; also: inactives centre near -15
# BaF3 tox: parental Ba/F3 cell viability inhibition, counter-screen for JAK2V617F inhibitor project, murine pro-B, CellTiter-Glo luminescence; CellTiter-Glo ATP luminescence; actives 1.1% (n = 220,000); inhibition, % at 5.6 µM; AID 1486, 2009;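 active = inhibition above a per-campaign cutoff, the mean inhibition of all tested compounds plus 3 SD, cut at about 27% in these data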;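 also: 0% = DMSO wells and 100% = JAK Inhibitor I control wells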
# PPC-1+TRAIL kill: compounds killing PPC-1 cancer cells with TRAIL present, primary screen, TRAIL potentiator project, ATPLite luminescence, uHTS; PPC-1 cells + TRAIL, ATPLite viability luminescence; cell killing (% activity), % at 4 µM; actives 0.41% (n = 220,000);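 active = cell killing above 50% in the first pass at 4 µM, then a duplicate retest at 5 µM averaging 50% or more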;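 also: plate controls were cells with TRAIL plus DMSO for no effect and medium-only wells lacking cells for full effect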
# p47phox inh: p47phox/p22phox peptide binding inhibitors, primary screen, biochemical, uHTS, NADPH oxidase regulatory subunit; AID 1274, 2008; Neutrophil cytosol factor 1 (Homo sapiens), P14598; fluorescence polarization, 2 h; actives 0.53% (n = 220,000); inhibition, % at 24.7 µM;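 active = inhibition above about 30%, limit read from the data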;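 also: 0% = p47phox with labelled peptide and 100% = labelled peptide alone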
# Ba/F3 V617F tox: reduced viability of JAK2V617F-dependent Ba/F3 cells, primary screen, JAK2V617F inhibitor project, cell-based, Ba/F3 EpoR-JAK2V617F, luminescence; ATP luminescence; inhibition, % at 5.6 µM; actives 1.1% (n = 220,000); AID 1446, 2008;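 active = inhibition above the campaign mean plus 3 SD over all tested compounds, cut at about 24% in these data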;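 also: cytokine-independent growth of Ba/F3 cells driven by EpoR plus mutant JAK2; 0% = DMSO-treated cells and 100% = JAK inhibitor I control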
# RBBP9 inhibitor: human RBBP9 inhibitors, primary screen, biochemical, fluorescence polarization, FP-Rh probe, HTS; Serine hydrolase RBBP9 (Homo sapiens), O75884; recombinant RBBP9; inhibition, % at 7.94 µM; actives 0.2% (n = 220,000);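 active = inhibition above the campaign mean of all tested compounds plus 3 SD, cut at about 14% in these data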;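 also: plate controls were DMSO wells with RBBP9 for no effect and wells lacking RBBP9 protein for full effect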
# Target sequence (O75884 whole entry, looked up): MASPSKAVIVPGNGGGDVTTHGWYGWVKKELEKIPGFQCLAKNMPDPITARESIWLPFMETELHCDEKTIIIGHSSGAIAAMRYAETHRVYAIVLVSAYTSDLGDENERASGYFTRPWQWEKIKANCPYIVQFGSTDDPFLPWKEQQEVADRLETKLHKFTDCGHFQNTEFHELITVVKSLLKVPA
#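 Measured by – fluorescence polarization · Test system – RBBP9 protein · Input – 2.5 µM RBBP9 dispensing solution, before mixing · Measure – percent inhibition from mP, scaled between DMSO and no-protein wells · Benchmarks – DMSO-treated enzyme wells and wells lacking RBBP9 · Times – preincubation 30 min plus labeling 45 min at 25 °C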
# p97 inhibitor: inhibitors of human p97 ATPase, primary screen, biochemical. inhibition, % at 8 µM. actives 0.42% (n = 220,000). recombinant p97 ATPase, Kinase-Glo ATP luminescence, 3 h. AID 1481, 2009; in the data active = inhibition above about 15%;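 also: 0% = DMSO vehicle and 100% = wells lacking enzyme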
# Target sequence (P55072 whole entry, looked up): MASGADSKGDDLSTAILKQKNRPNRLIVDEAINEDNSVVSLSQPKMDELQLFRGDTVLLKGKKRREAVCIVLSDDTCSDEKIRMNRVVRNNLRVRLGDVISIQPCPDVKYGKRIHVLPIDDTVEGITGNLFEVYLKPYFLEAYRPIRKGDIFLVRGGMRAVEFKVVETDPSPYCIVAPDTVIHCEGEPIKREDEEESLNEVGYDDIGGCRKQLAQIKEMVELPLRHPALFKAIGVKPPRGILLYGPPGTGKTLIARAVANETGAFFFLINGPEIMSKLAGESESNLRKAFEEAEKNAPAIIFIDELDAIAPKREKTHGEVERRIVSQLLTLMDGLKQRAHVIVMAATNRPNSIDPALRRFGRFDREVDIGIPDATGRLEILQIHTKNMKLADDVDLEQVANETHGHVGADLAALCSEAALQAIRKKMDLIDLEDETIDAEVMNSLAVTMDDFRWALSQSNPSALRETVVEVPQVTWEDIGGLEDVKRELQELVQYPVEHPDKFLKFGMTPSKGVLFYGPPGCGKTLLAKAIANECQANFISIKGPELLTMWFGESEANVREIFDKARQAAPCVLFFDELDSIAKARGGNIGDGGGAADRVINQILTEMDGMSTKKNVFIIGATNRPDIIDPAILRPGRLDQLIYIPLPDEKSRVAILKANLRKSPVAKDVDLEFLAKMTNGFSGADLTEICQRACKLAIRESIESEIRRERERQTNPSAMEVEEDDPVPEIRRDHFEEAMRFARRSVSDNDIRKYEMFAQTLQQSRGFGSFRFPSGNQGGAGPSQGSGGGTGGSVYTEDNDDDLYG
# TbHK1 inh: Trypanosoma brucei hexokinase 1 inhibitors, primary screen, biochemical, G6PDH-coupled NADH absorbance, MLSCN library | recombinant TbHK1, G6PDH-coupled NADH A340 | inhibition, % at 10 µM | actives 0.11% (n = 220,000);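 active = inhibition of 50% or more in the single-dose primary screen; inactive = inhibition below 50%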
# PGE2 EP2 inh: human EP2 receptor antagonists, primary screen, TR-FRET cAMP, C6 glioma cells | Prostaglandin E2 receptor EP2 subtype (Homo sapiens), P43116 | C6 glioma cells expressing human EP2; cells stimulated with saturating PGE2 | inhibition, % at 25 µM | actives 0.52% (n = 260,000) | AID 1422, 2008;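 active = percent inhibition above 40 after rounding to a whole number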;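 also: rat C6 glioma host cells with rolipram phosphodiesterase inhibitor present; the protocol text gives 20 µM as final concentration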
# The depositor's hits bear a star; / = no result given; & = joins results of further samples; [ ] = another dose, or the depositor's remark. This is a subset, so the mix of outcomes need not match the whole.
1	N#Cc1ccc(S(=O)(=O)NC2CCN(Cc3ccccc3)CC2)cc1
2	Cc1ccc(S(=O)(=O)N2CCN(Cc3ccccc3)CC2)c(C)c1N(C)S(=O)(=O)c1ccccc1
3	CCOC(=O)c1nn(-c2ccccc2)c(=O)c2c(NC(C)=O)scc12
4	COc1ccc(CCC(=O)OC(C)C(=O)c2ccc(C)cc2)cc1 (stereo unspecified)
5	Fc1cccc(NC(=S)NCCc2ccccc2)c1
6	CC(C)CCN1CCN(Cc2cccn2-c2ccc(Cl)cn2)CC1CCO (stereo unspecified)
7	O=C(CCCCCCCC(=O)NNC(=O)Nc1ccccc1)NNC(=O)Nc1ccccc1
8	CCc1ccccc1OCC(=O)Nc1ccc(S(N)(=O)=O)cc1

compound no.,1,2,3,4,5,6,7,8
TbHK1 inh,-7,-9,3,-3,-2,3,-2,1
Ba/F3 V617F tox,1,0,4,1,1,-2,0,2
RBBP9 inhibitor,-5,-11,-8,5,-5,-1,-7,1
PGE2 EP2 inh,0,9,3,14,12,10,7,5
p47phox inh,-8,-5,5,3,4,-8,-5,-14
p97 inhibitor,1,-3,-5,-4,0,-3,5,3
PPC-1+TRAIL kill,-10,5,-1,21,8,10,10,-8
Furin inh,-23,-6,-7,-9,-10,-18,-1,-20[20 µM]
BaF3 tox,4,5,3,4,7,3,6,2

9	CC(C(=O)NCc1ccccc1)N1C(=O)C2CC=C(Cl)CC2C1=O (stereo unspecified)
10	CN(C(=O)c1cccs1)c1ccc(OCC(=O)N2CCC(C(N)=O)CC2)cc1
11	CCC(=O)N1CC2(CC(c3cccc(NC(=O)COc4ccc(Cl)cc4)c3)=NO2)C[C@@H]1C(N)=O (stereo partly specified)
12	O=S(=O)(c1ccc(Cl)cc1)N1CCCC1c1nc(-c2ccc(Cl)cc2)no1 (stereo unspecified)
13	CCCCC1CCC(C(=O)Nc2ccc(S(=O)(=O)Nc3nccs3)cc2)CC1 (stereo unspecified)
14	O=c1c2ccccc2nc(SCc2cccc(F)c2)n1-c1cccc(S(=O)(=O)N2CCCC2)c1
15	CCCOc1ccc(CSc2n[nH]c(C)n2)cc1
16	O=C(CN1C(=O)c2ccccc2S1(=O)=O)c1ccc2c(c1)OCCCO2

compound no.,9,10,11,12,13,14,15,16
TbHK1 inh,-5,-1,-8,9,12,-2,-4,-9
Ba/F3 V617F tox,-1,-2,/,5,-2,2,-1,-4
RBBP9 inhibitor,-6,-9,/,-11,-7,-15,-1,-8
PGE2 EP2 inh,7,10,11,12,10,6,11,9
p47phox inh,-5,-5,-19,-16,-9,-35,-14,0
p97 inhibitor,3,7,/,-12,-2,-5,7,1
PPC-1+TRAIL kill,28,5,14,5,3,18,25,86*[5 µM]
Furin inh,-20[20 µM],-23,-30,-6[20 µM],-6[20 µM],-13,-21,-16
BaF3 tox,1,1,/,3,1,5,0,-4

17	O=C(N/N=C\c1cc(Br)cs1)C1COc2ccccc2O1 (stereo unspecified)
18	C=CCSc1ncccc1C(=O)O
19	O=C(NC(=S)Nc1cc(S(=O)(=O)N2CCOCC2)ccc1O)c1ccco1
20	Cc1ccc(NC(=O)CCC(=O)NNC(=O)c2cccs2)c(C)c1
21	CN(C)S(=O)(=O)c1ccc(C(=O)Nc2ccnn2C2CCCCC2)cc1
22	CCCCCOC(=O)Cn1c(=O)oc2ccc(C)cc21
23	O=c1cnnc(N/N=C/c2cccs2)[nH]1
24	O=C1/C(=C\Nc2ccc(Cl)cc2)CCN1c1ncccn1

compound no.,17,18,19,20,21,22,23,24
TbHK1 inh,-6,-1,-11,-1,4,2,-51,-9
Ba/F3 V617F tox,0,-2,-1,0,1,1,-4,5
RBBP9 inhibitor,-1,-5,-4,-9,-8,-6,2,-2
PGE2 EP2 inh,9,2,10,1,12,3,7,9
p47phox inh,-17,-8,-12,2,13,1,-12,-31
p97 inhibitor,6,0,8,1,4,-7,8,-4
PPC-1+TRAIL kill,2,18,14,15,-9,29,21,2
Furin inh,-9[20 µM],-21[20 µM],-16,-21[20 µM],3,-8,-10,-9
BaF3 tox,-1,3,4,-1,4,3,4,7

25	O=S1(=O)NC[C@]23C[C@H](c4ccc(F)cc4)[C@@H](C[C@@H]21)O3
26	O=C(COc1ccc(Cl)cc1)N(Cc1ccccc1)c1ccccn1
27	CCSc1nc2c(c(=O)[nH]c(=O)n2C)n1C/C=C(/C)Cl
28	CCN(CC)S(=O)(=O)c1ccc(OC)c(NC(=O)c2cn(CC)c3nc(C)ccc3c2=O)c1
29	O=S(=O)(c1ccc2nc(COc3ccc(Cl)cc3Cl)[nH]c2c1)N1CCOCC1
30	CC1CCc2c(C(=O)NCCN3CCOCC3)csc2C1 (stereo unspecified)
31	COc1ccc(C)cc1NC(=O)C1CCCN(S(=O)(=O)c2cnc[nH]2)C1 (stereo unspecified)
32	O=C(CC(c1ccccc1)(c1ccccc1)c1ccccc1)N[C@@H](Cc1ccccc1)C(=O)O

compound no.,25,26,27,28,29,30,31,32
TbHK1 inh,-1,-2,6,-5,3,4,9,-2
Ba/F3 V617F tox,/,-2,0,-2,0,-1,-1,-4
RBBP9 inhibitor,/,-8,-1,4,-12,-7,-2,5
PGE2 EP2 inh,-6,7,7&9,1,-5,3,22,7
p47phox inh,0,-19,1,1,-15,1,-8,-8
p97 inhibitor,/,-2,4,2,6,8,6,0
PPC-1+TRAIL kill,-7,18,28,10,4,16,27,15
Furin inh,-26,-13[20 µM],-30,-21,-21,-21,-36,-33
BaF3 tox,/,5,3,3,3,9,3,-2

# An excerpt from above in order of heavy-atom count, high to low.
32	O=C(CC(c1ccccc1)(c1ccccc1)c1ccccc1)N[C@@H](Cc1ccccc1)C(=O)O
28	CCN(CC)S(=O)(=O)c1ccc(OC)c(NC(=O)c2cn(CC)c3nc(C)ccc3c2=O)c1
29	O=S(=O)(c1ccc2nc(COc3ccc(Cl)cc3Cl)[nH]c2c1)N1CCOCC1
31	COc1ccc(C)cc1NC(=O)C1CCCN(S(=O)(=O)c2cnc[nH]2)C1 (stereo unspecified)
26	O=C(COc1ccc(Cl)cc1)N(Cc1ccccc1)c1ccccn1
20	Cc1ccc(NC(=O)CCC(=O)NNC(=O)c2cccs2)c(C)c1
24	O=C1/C(=C\Nc2ccc(Cl)cc2)CCN1c1ncccn1
27	CCSc1nc2c(c(=O)[nH]c(=O)n2C)n1C/C=C(/C)Cl
25	O=S1(=O)NC[C@]23C[C@H](c4ccc(F)cc4)[C@@H](C[C@@H]21)O3
23	O=c1cnnc(N/N=C/c2cccs2)[nH]1

compound no.,32,28,29,31,26,20,24,27,25,23
TbHK1 inh,-2,-5,3,9,-2,-1,-9,6,-1,-51
Ba/F3 V617F tox,-4,-2,0,-1,-2,0,5,0,/,-4
RBBP9 inhibitor,5,4,-12,-2,-8,-9,-2,-1,/,2
PGE2 EP2 inh,7,1,-5,22,7,1,9,7&9,-6,7
p47phox inh,-8,1,-15,-8,-19,2,-31,1,0,-12
p97 inhibitor,0,2,6,6,-2,1,-4,4,/,8
PPC-1+TRAIL kill,15,10,4,27,18,15,2,28,-7,21
Furin inh,-33,-21,-21,-36,-13[20 µM],-21[20 µM],-9,-30,-26,-10
BaF3 tox,-2,3,3,3,5,-1,7,3,/,4

# (listing goes on)
33	N#Cc1c2n(c(=O)[nH]c1=O)CCCCC2
34	Cc1nc2c(s1)sc1ccccc12
35	CC(C)(C)C(=O)Nc1nnc(SCC(=O)NCc2ccco2)s1
36	N#C/C(=C/c1ccc(Br)s1)C(=O)NCCc1c[nH]c2ccccc12
37	CCN(CC)c1ccc(NC(=O)c2cnccn2)cc1S(=O)(=O)Nc1ccc(OC)cc1
38	Cc1ccc(C)c(OCC(=O)Nn2c(C)nc3ccccc3c2=O)c1
39	CN(CC(=O)OCC(N)=O)S(=O)(=O)c1ccc(Cl)cc1
40	COC(=O)C1=C(C)N(CCc2ccc(OC)c(OC)c2)C(=O)C1

compound no.,33,34,35,36,37,38,39,40
TbHK1 inh,2,-4,-4,2,-12,-9,0,-2
Ba/F3 V617F tox,2,-1,1,2,0,0,1,-1
RBBP9 inhibitor,0,-5,-4,3,-7,-5,3,-10
PGE2 EP2 inh,15,6,3,11,12,7,3,7
p47phox inh,-15,-6,-7,-9,-24,-6,0,0
p97 inhibitor,3,1,-1,6,1,-2,5,3
PPC-1+TRAIL kill,-2,24,-7,-12,-18,10,24,25
Furin inh,-14[20 µM],-20,-20,-16,-22,-15[20 µM],-20,-9[20 µM]
BaF3 tox,10,2,6,5,3,4,2,3

41	O=S(=O)(c1ccc(N2CCCCCC2)nc1)N1CCCC1
42	O=C1OC(Nc2ccc(F)cc2F)c2ccccc21 (stereo unspecified)
43	CN1/C(=C/C(=O)C2CCC2)Sc2ccccc21
44	Cn1c2ccc(F)cc2c2ncn(Cc3ccco3)c(=O)c21
45	O=C(c1cc2n(n1)C(C(F)(F)F)CC(c1ccc(F)cc1)N2)N1CCCC1 (stereo unspecified)
46	CC(=O)c1ccc(NC(=O)c2cnsn2)cc1
47	COc1ccc([N+](=O)[O-])cc1NC(=O)C1CCCO1 (stereo unspecified)
48	Cn1c(N)c(C(=O)NCc2ccccc2Cl)sc1=S
49	CN1Cc2c(N3CCOCC3)nc3sc(C(=O)c4ccc(Br)cc4)c(N)c3c2CC1(C)C
50	CC(C)N(Cc1ccccc1)C(=O)COC(=O)c1ccc2c(c1)OCCO2
51	O=C(CSC1=NCCS1)NC(NC(=O)CSC1=NCCS1)c1ccccc1

compound no.,41,42,43,44,45,46,47,48,49,50,51
TbHK1 inh,-5,-3,-51,-11,1,-10,-8,8,-36,-4,0
Ba/F3 V617F tox,-5,-2,0,-1,1,1,-1,0,5,-2,-2
RBBP9 inhibitor,-5,-5,-2,-10,0,-11,-7,1,-2,0,-8
PGE2 EP2 inh,7,7,10&7,4,14,16,0,6,19,15,6
p47phox inh,0,-14,-10,-3,2,-1,-5,-14,-24,0,4
p97 inhibitor,6,3,-1,1,4,1,1,6,-2,-4,5
PPC-1+TRAIL kill,8,-9,20,23,4,8,12,25,22,23,16
Furin inh,-16,-20,6,-19[20 µM],-8,-23,-4,-1,18,4[20 µM],-22
BaF3 tox,2,1,6,4,-1,4,2,-1,0,6,2
